# LANA DNA inh = blocks KSHV LANA C-terminal domain binding to DNA. MBP-C-LANA/FAM-LBS DNA binding, fluorescence polarization. 340,000 compounds, 0.078% hits. inhibition, % at 9 µM;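 active means highest replicate inhibition at or above 60% at 9 µM, even if other replicates fall short; inactive means all replicates below 60% inhibition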;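 further: 0% = neutral control wells and 100% = 4 µM acridine orange control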
# PKA-R2B activ = activates the human PKA-R2B holoenzyme complex. P22694+P31323. PKA-R2B holoenzyme dissociation, Cy5-IP20 fluorescence polarization; R2B truncated from residue 108, S112A mutant; 0% DMSO only, 100% 113 µM cGMP. activation, % at 11.4 µM. 340,000 compounds, 0.079% hits;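 active means activation above a cutoff set at the mean over all compounds plus 3 SD, cut at about 18% in these data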;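 further: higher means more holoenzyme dissociation and a rise in polarization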
# Target sequence (P31323 whole entry, looked up, other chains not shown, the tested form may be a part): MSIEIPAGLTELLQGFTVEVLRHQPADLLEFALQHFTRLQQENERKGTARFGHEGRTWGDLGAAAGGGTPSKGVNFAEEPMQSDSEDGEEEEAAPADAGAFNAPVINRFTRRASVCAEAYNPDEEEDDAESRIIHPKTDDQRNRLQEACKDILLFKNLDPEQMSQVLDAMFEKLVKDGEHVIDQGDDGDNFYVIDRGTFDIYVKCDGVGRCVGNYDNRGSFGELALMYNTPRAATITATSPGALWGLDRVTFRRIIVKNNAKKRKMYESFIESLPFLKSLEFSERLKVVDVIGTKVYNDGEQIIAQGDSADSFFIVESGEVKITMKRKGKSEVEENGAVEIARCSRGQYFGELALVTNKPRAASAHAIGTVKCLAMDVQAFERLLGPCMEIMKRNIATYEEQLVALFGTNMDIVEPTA
# RTF Ca sens inh = cardiac RTF calcium desensitization. AID 493244. IANBD-labeled cardiac RTF, Ca2+ fluorescence. inhibition, % at 7.15 µM. 340,000 compounds, 0.12% hits;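 active means inhibition above the mean inhibition of all tested compounds plus 3 SD, cut at about 17% in these data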;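 further: assay run at fixed EC70 calcium of 1.6 mM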
# RTF Ca sens act = cardiac RTF calcium sensitization; 340,000 compounds, 0.24% hits; IANBD-labeled TnC RTF fluorescence at EC20 calcium; 0% EC20 calcium, 100% full calcium; activation, % at 7.2 µM; AID 493008;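 active means activation above the mean over all tested compounds plus 3 SD, cut at about 30% in these data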;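 further: rise in fluorescence read as greater calcium sensitivity of cardiac thin filaments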
# SR-BI DiI-HDL act = SR-BI HDL lipid transfer activation. CHO ldlA[mSR-BI] cells, DiI-HDL uptake fluorescence, 3 h; 100 = double the neutral-control signal. activation, % at 12.5 µM. 320,000 compounds, 0.096% hits. AID 504775;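 active means mean replicate activation of at least 60% and every replicate at or above 60%; inconclusive means mean or all-replicate condition met, but not both; inactive means mean below 60% and not all replicates reaching 60%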;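 further: 0% = median plate neutral-control signal and 100% = twice that signal; values of inactives mirror those of a sister screen read the other way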
#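 Assay system: CHO ldlA[mSR-BI] cells, LDL receptor-null, SR-BI overexpressing; medium: Ham's F12 with 0.5% BSA, HEPES 25 mM, pH 7.4; also added: DiI-HDL 10 µg/mL; timing: 3 h uptake period with compound, 37 °C; signal: DiI fluorescence, bottom read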
# CAL PDZ FP-1 = blocks peptide binding to human CAL PDZ domain | purified CAL PDZ, TMR-peptide fluorescence polarization, 1 h | inhibition, % at 20 µM | 330,000 compounds, 0.02% hits | AID 504414;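 active means highest replicate inhibition of at least 40%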;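 further: plate controls were DMSO neutral control wells for no effect and unlabeled competitor peptide control wells for full effect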
#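 material = purified tagged CAL PDZ domain construct (CerCALP) | buffer or medium = sodium phosphate/NaCl buffer pH 7.4 with TCEP, IgG, Thesit | reagent = TMR-labelled reporter peptide T*-PRC34 bound in PDZ groove | incubation = 1 h room-temperature incubation prior to read | measured by = fluorescence polarization (mP) | evaluation = percent inhibition from loss of millipolarization | control set = unlabelled peptide and DMSO controls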
# Keap1-Nrf2 PPI = disrupts human Keap1 binding to Nrf2 peptide; Keap1 Kelch-Nrf2 peptide fluorescence polarization, 1536-well; inhibition, % at 9.4 µM; 340,000 compounds, 0.15% hits; AID 504523; in the data active means inhibition above about 12%; inconclusive means no clear call, values can overlap the other calls; inactive means below about 7.3%;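 further: human Keap1 Kelch domain with fluorescein labeled Nrf2 9mer peptide probe; 0% = neutral control wells and 100% = peptide positive control; higher means more block of Keap1 binding to Nrf2 peptide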
# DAGLB inh = blocks human DAGLB lipase activity | Q8NCG7 | HEK293T DAGLB membrane lysate, EnzChek fluorogenic substrate | inhibition, % at 5.17 µM | 340,000 compounds, 0.059% hits | AID 504411; in the data active means inhibition above about 34%;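 further: 0% = enzyme with vehicle and 100% = wells lacking enzyme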
# Target sequence (Q8NCG7 whole entry, looked up): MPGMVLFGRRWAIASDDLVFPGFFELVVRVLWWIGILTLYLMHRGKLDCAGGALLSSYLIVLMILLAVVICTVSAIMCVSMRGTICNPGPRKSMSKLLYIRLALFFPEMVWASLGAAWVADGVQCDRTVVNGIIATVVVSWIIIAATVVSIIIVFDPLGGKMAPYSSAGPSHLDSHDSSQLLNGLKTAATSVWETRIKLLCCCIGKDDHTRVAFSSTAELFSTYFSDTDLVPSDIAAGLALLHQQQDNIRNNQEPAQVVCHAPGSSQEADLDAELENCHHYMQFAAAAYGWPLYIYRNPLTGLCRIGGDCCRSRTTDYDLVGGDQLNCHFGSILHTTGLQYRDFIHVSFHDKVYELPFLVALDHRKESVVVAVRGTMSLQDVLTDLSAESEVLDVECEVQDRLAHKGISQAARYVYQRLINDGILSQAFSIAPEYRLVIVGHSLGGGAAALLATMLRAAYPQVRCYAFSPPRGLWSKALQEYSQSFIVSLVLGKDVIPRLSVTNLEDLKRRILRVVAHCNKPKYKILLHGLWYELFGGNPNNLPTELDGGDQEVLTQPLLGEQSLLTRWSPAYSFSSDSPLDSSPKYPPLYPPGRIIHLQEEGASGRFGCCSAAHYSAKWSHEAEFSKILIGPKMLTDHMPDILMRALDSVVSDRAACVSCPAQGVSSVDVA
# CAL PDZ FP-2 = CAL PDZ (human) peptide binding inhibition. Q9HD26. purified CAL PDZ, TMR-peptide fluorescence polarization, 1 h. inhibition, % at 24.9 µM. 300,000 compounds, 0.92% hits. AID 602252;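 active means mean inhibition of at least 30% with at least half of replicates also reaching 30%; inconclusive means no clear call, values can overlap the other calls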;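 further: 0% = DMSO neutral control and 100% = excess unlabeled competitor peptide PRC23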
# Rtt109 Vps75 = inhibitors of Candida albicans Rtt109/Vps75 histone acetyltransferase; AID 540336; Q5AAJ8; inhibition, % at 34.9 µM; 330,000 compounds, 0.16% hits; purified Rtt109/Vps75, ThioGlo CoA-SH fluorescence, 4 h;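 active means inhibition of at least 50% in every replicate; inconclusive means best replicate reaches 50% inhibition but some replicates fall short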
# Numbers without * were called inactive; ? = inconclusive; . = no result given.
SMILES,LANA DNA inh,PKA-R2B activ,RTF Ca sens inh,RTF Ca sens act,SR-BI DiI-HDL act,CAL PDZ FP-1,Keap1-Nrf2 PPI,DAGLB inh,CAL PDZ FP-2,Rtt109 Vps75
CC1=CC(O)C(O)C2(C)C1CC1OC(=O)C(O)C3C(C)C(O)C4(O)OCC13C42 (stereo not drawn),1.2,-11,-6,-6,7,0.6,-6,-1,-3,-2
COc1ccc(OC)c(-n2c(O)c(C=NCc3ccc4c(c3)OCO4)c(=O)[nH]c2=O)c1,0.5,-3,-5,0,17,-1.3,-1,3,.,8
COc1ccc(NC(=O)N2CCC3(CC2)OCCO3)cc1,2.3,-1,-12,4,23,-0.6,-10,-1,-3,1
O=C(c1ccc(Cl)cc1)C1CCCN(Cc2ccon2)C1 (stereo not drawn),0.8,7,3,-2,18,-2.8,1,0,-3,-5
COc1ccccc1N1CCN(Cc2ccc(Br)cc2)CC1,2.6,-10,1,2,-3,-1.0,3,5,-2,-2
COc1ccc(C2=NCC(=O)N(CC(=O)NCc3ccco3)c3sc4c(c32)CCCC4)cc1OC,0.5,1,-6,-1,-39,-3.0,2,1,0,.
O=c1[nH]c(=O)n(-c2cccc3ccccc23)c(O)c1/C=N/N1CCCCC1,-0.7,6,-2,-1,26,-0.4,2,0,-3,.
O=C1CC(c2cccnc2)=NN1c1ccc(Cl)cc1Cl,1.3,3,-4,2,0,-0.4,1,8,-3,1
COc1cc(/C=C/c2nc3ccccc3c(=O)n2-c2ccc(O)cc2)ccc1O,0.1,-5,-11,2,-29,-0.6,-5,-3,-2,14
Cc1cc(S(N)(=O)=O)ccc1N=Cc1c(O)n(-c2ccccc2)c(=O)[nH]c1=O,1.3,-6,7,0,23,-0.1,-7,-3,7,-5
c1cc2c(cc1[C@H]1OC[C@H]3[C@@H]1CO[C@@H]3c1ccc3c(c1)OCO3)OCO2,1.9,-2,-9,1,16,-1.0,-1,-8,1,5
Cn1c(O)c(/C=C2\C=c3ccccc3=NC2=O)c(=O)n(C)c1=O,2.8,1,-5,-2,14,-0.2,-4,-10,-2,5
COc1ccc(C(O)CNC(C)C)c(F)c1OC (stereo not drawn),-4.7,7,-3,-1,-6,0.8,2,0,-4,-10
c1cc2n(c1)-c1c(ccc3c1OCO3)CNC2c1ccc2c(c1)OCO2 (stereo not drawn),2.1,2,-4,5,21,-3.5,-4,1,-3,3
CCCNC(=O)N1[C@H]2CC[C@@H]1C(C(=O)OC)=C(c1cc3ccccc3o1)C2,2.4,-4,-4,-2,11,-0.1,3,0,-6,-7
COc1ccc(OC(=O)N(C)C)c(CN(C)C)c1,-0.7,-13,-3,0,15,-0.7,1,0,-3,-3
CNCC(O)c1cccc(OC(=O)c2ccccc2C)c1 (stereo not drawn),2.4,-16,3,-1,22,.,-3,-2,-3,-12
COC(=O)C1=C(c2ccc(F)cc2F)C[C@@H]2CC[C@H]1N2C(=O)N1CCC(O)CC1,-0.3,-1,-21,-5,8,-0.6,0,0,-1,1
C[C@@H]1O[C@@H](O[C@H]2C[C@@H](O)[C@]3(CO)[C@H]4[C@H](O)C[C@]5(C)[C@@H](C6COC(=O)C6)CC[C@]5(O)[C@@H]4CC[C@]3(O)C2)[C@H](O)[C@H](O)[C@H]1O (stereo partly drawn),0.4,-1,-4,0,4,-0.5,-2,3,-2,-3
C=C(C)CSc1nnc([C@@H](N)Cc2ccccc2)o1,-6.2,2,0,10,32,-0.8,2,-2,.,-2
CCCC(=O)OCC[N+](C)(C)C,1.2,2,-6,0,7,-0.8,-1,1,-4,3
Cc1cccc(-n2c(O)c(C=NCCN3CCCCC3)c(=O)[nH]c2=O)c1,-0.3,2,2,3,15,0.3,-2,-2,8,35
CCOC(=O)c1ccc(N=Cc2c(O)n(-c3ccc(OC)cc3)c(=S)[nH]c2=O)cc1,-5.6,3,-1,3,16,-2.0,-10,1,-4,.
OC(c1ccccc1)(c1ccccc1)c1ccncc1,-0.7,-5,-5,-4,3,3.8,-1,0,-1,-10
CC(C)C1(C)N=C(c2ncccc2C(=O)O)NC1=O (stereo not drawn),-0.4,8,2,0,24,-0.1,-1,3,11,6
COC(=NC1CCCCC1)C(O)c1c[nH]c2ccccc12 (stereo not drawn),0.7,5,-5,1,9,-2.5,-1,1,-4,9
COc1ccccc1N1CCN(C2CCCN(C(=O)COc3ccccc3Cl)C2)CC1 (stereo not drawn),-0.5,-1,-7,-1,-36,-2.2,-4,-2,.,0
COC(=O)c1ccc(-n2c(C)nc3ccccc3c2=O)cc1,1.2,18,-2,-1,13,1.0,2,-1,-6,-20
CCOC(=O)C1(c2ccccc2)CCN(Cc2cccc(C(=O)O)c2)CC1,0.1,-11,1,0,-14,-0.2,-4,-2,-2,-3
CCC(=O)N1CC(=O)Nc2ccc(F)cc2C1c1ccc(F)cc1 (stereo not drawn),-2.8,-6,-17,-4,9,0.6,1,-1,0,-10
CC(C)CC1C(C#N)=C(N)Oc2c1c(=O)oc1ccccc21 (stereo not drawn),0.2,0,-3,-1,3,-0.9,1,3,.,-7
CC/C(=N\N1CCCCC1)c1c(O)[nH]c(=O)[nH]c1=O,-0.3,0,1,-3,11,-0.8,4,1,-6,7
CN1C(=O)/C(=C\N2CCc3ccccc32)C(=O)NC1=S,0.9,-1,-9,2,-16,-1.1,-10,3,-5,-3
CN(C)C1=NP(N(C)C)(N(C)C)=NC(c2ccccc2)=N1,-0.3,5,6,-3,8,-4.7,5,-1,0,-1
O=C(O)C1CN2CCC1CC2 (stereo not drawn),-0.2,-2,-3,-3,1,0.2,0,-1,1,1
CCOC(=O)c1c(C)n(CC(O)CN2CCOCC2)c2cc(Br)c(OC)cc12 (stereo not drawn),-0.9,-5,-5,-1,-44,-1.3,3,-1,4,12
Cc1nc2ccc(Cl)cc2c(-c2ccccc2)c1C(=O)O,1.0,-2,-15,-2,2,-2.0,4,1,-4,11
CCCCn1c(C)c(C(=O)O)c2cc(OC)ccc21,2.7,6,9,1,26,-0.5,-6,2,-8,-3
CN1CCN(c2ncc(C=O)s2)CC1,-3.1,-4,-1,5,10,-20,-5,-1,1,-10
Cc1ccc2c(c1)c(=O)c1c3n2CCN(CC2CO2)C3CC1 (stereo not drawn),-1.3,-8,-5,-4,8,0.9,1,-1,2,-17
O=C(CN1C2CCC1CC(O)(c1cccnc1)C2)Nc1ccc2c(c1)OCO2 (stereo not drawn),-0.3,-4,-6,-5,-11,1.0,0,0,4,10
N#Cc1ccc(NC(=O)CN2CCCCCC2)cc1Cl,0.0,-1,3,-5,.,-2.7,-3,-3,9,22
CCCCn1c(O)c(C(C)=NC(C)c2ccccc2)c(=O)[nH]c1=O (stereo not drawn),0.9,2,-3,0,1,-0.5,-3,7,-5,4
COc1ccc(CNCCc2ccc3c(c2)OCO3)c(OC)c1OC,3.8,-7,-8,-10,7,1.0,0,-4,-1,17
Cc1cccc(-n2c(O)c(C)c(=O)[nH]c2=S)c1,-0.4,10,-4,-1,28,-1.4,2,-2,2,.
CCC12CN3CCN(CC(C3)/C1=N/NC(N)=O)C2,-2.2,2,-4,2,11,-2.5,-2,-1,-3,-8
O=C1C(Cl)=CC(=Nc2ccc(O)cc2)C=C1Cl,1.0,-7,-2,0,-3,-1.0,-1,2,-7,-2
O=S(=O)(c1ccccc1)N1CCN2CCCC2C1 (stereo not drawn),-0.8,-3,-17,1,20,-0.3,0,-2,-3,-4
CCCCCCCCN=Cc1c(O)[nH]c(=O)[nH]c1=O,-0.2,.,.,.,3,-1.6,-3,.,.,21
C=CCn1c(O)c(/C(C)=N/N2CCCCCC2)c(=O)[nH]c1=O,0.3,7,0,-6,13,-0.2,3,3,1,-4
Cc1cc(OCC(=O)OC(C)(C)C)c2c3c(c(=O)oc2c1)CCC3,.,6,6,8,-40,.,-2,-8,1,25
Clc1ccc(NC2=NCCCS2)cc1Cl,3.5,-3,0,-4,?,-0.9,4,1,0,-14
C[N+](C)(C)CCOC(=O)CBr,-2.9,11,8,2,21,-0.9,-4,-1,2,7
FC(F)(F)Oc1ccc(NC2=NCCCS2)cc1,1.2,-16,-8,7,.,0.9,-1,1,-1,-7
ClC(Cl)=C(c1ccc(Cl)cc1)c1ccc(Cl)cc1,-1.7,5,3,4,-26,-0.9,-9,0,-4,0
N=c1sccn1Cc1ccc(Cl)cc1Cl,0.7,3,3,-7,-2,-1.2,-3,1,2,3
c1ccc2sc(N3CCNCC3)nc2c1,-1.0,-2,-11,1,-4,0.4,3,1,6,9
Oc1ccc(/C=N/NP(=S)(c2ccccc2)c2ccccc2)cc1O,0.5,-9,-4,-20,19,-1.1,2,12,-4,8
O=C1CC23c4ccccc4N4C(=O)CC5OCC=C6CN1C2CC6C5C43 (stereo not drawn),-1.0,5,1,-7,6,0.0,-4,-1,-6,3
COc1ccc(/C=C/C(=O)c2c(O)n(CCC3=CCCCC3)c(=O)[nH]c2=O)cc1OC,0.9,-7,0,0,.,-1.6,-11,4,-2,4
# Next compounds:
SMILES,LANA DNA inh,PKA-R2B activ,RTF Ca sens inh,RTF Ca sens act,SR-BI DiI-HDL act,CAL PDZ FP-1,Keap1-Nrf2 PPI,DAGLB inh,CAL PDZ FP-2,Rtt109 Vps75
c1ccc(-c2nc(N3CCOCC3)s[n+]2-c2ccccc2)cc1,0.7,4,3,-4,-15,0.2,-1,-3,-2,2
C[C@]12CCC3C(CCC4=CC(O)CC[C@@]43/C=N/O)C1(O)CCC2C1=CC(=O)OC1 (stereo partly drawn),0.7,0,-9,-2,1,-3.7,-4,-6,-3,6
Cc1nc2cc(-c3cccc(F)c3)nn2c(C)c1CCC(=O)N1CCC2(CC1)OCCO2,-1.8,-4,1,-3,3,-1.0,-7,-1,-3,15
O=C(CCC(=O)N1CC2C[C@@H](C1)Cn1c2cccc1=O)NCCc1ccccc1,-0.2,1,-4,5,14,-0.1,-4,-1,-1,-6
Cc1cc(/C=C2\C(=O)NC(=O)N(c3ccc(F)cc3)C2=O)c(C)n1-c1cccc(C(=O)O)c1,2.3,.,.,.,9,0.1,0,.,0,8
COc1cc2nc(N3CCN(C(=O)[C@@H]4CCCO4)CC3)nc(N)c2cc1OC,1.0,4,8,-2,-1,-1.6,5,4,-3,-6

# These rows are one share of the data (hit frequency here may not be typical).
